Screens deposited in PubChem by Sanford-Burnham Center for Chemical Genomics.
CXCR6 block: inhibitors of human CXCR6 receptor; O00574; CHO-K1 PathHunter CXCR6 beta-arrestin, luminescence; inhibition, % at 20 µM; 0.36% of 360,000 active; AID 602244; in the data active = inhibition above about 34%, passing the limit was not always enough;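 also: antagonist mode with CXCL16 agonist at 10 nM final; 0% = 10 nM CXCL16 with DMSO and 100% = unstimulated wells without agonist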
Target sequence (O00574 whole entry, looked up): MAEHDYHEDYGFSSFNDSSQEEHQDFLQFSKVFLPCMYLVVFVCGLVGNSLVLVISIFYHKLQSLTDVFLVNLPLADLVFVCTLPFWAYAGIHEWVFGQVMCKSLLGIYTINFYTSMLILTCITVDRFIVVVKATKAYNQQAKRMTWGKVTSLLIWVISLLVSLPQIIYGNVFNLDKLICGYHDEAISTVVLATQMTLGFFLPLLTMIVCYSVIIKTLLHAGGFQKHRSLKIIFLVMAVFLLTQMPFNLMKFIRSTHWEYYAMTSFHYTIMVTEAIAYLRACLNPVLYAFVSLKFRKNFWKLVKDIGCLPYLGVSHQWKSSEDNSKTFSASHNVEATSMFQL
UPR CHOP act: apoptotic UPR (CHOP) activation; 0.34% of 330,000 active; activation, % at 10 µM; CHO-CHOP luciferase reporter, luminescence; percent of tunicamycin response over DMSO baseline; AID 449763;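 active = at 10 µM dose, activation of 40% or more, normalized to positive control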;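 also: 100% = tunicamycin at 10 µg/mL and 0% = DMSO alone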
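System: CHO CHOP reporter cells. Amount: 500 cells per well. Buffer or medium: F12 medium, 10% FBS. Compound dosing: one dose, 10 µM in 0.5% DMSO. Incubation: 6 h compound exposure at 37 °C after overnight seeding. Technique: Steady-Glo luciferase luminescence. Benchmarks: tunicamycin and DMSO controls.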
EBI2 block: EBI2 (human) antagonism. P32249. EBI2 beta-arrestin recruitment, luminescence, 7a,25-OHC stimulated. inhibition, % at 5 µM. 0.81% of 360,000 active; in the data active = inhibition above about 38%;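 also: enzyme fragment complementation signal reports receptor beta-arrestin coupling in cells; 0% = agonist plus DMSO wells and 100% = wells without agonist; some results beyond the cut were filed as inactive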
Mdm2-MdmX inh: human Mdm2/MdmX binding inhibition. O15151+Q00987. SaOS-2 split-luciferase Mdm2/MdmX complementation, luminescence. inhibition, % at 8 µM. 3% of 330,000 active;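 active = inhibition of at least 50% at 8 µM in the primary screen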
697 NFkB inh: lowers PMA/ionomycin-induced NF-kB signal in 697 B cells; inhibition, % at 4 µM; 697 B-cell NF-kB luciferase reporter, 16 h; AID 435022; 0.33% of 330,000 active; in the data active = inhibition above about 35%
XBP1 UPR activ: activators of adaptive arm of unfolded protein response (XBP1); CHO-XBP1 luciferase reporter, IRE1-XBP1 UPR activation, luminescence; percent of tunicamycin response, DMSO as zero; activation, % at 20 µM; 0.33% of 330,000 active;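 active = versus positive control, 20 µM dose yields 30% or more activation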;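 also: 100% = tunicamycin at 10 µg/mL and 0% = DMSO only wells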
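Material: CHO cell line with stable XBP1 luciferase reporter; schedule: 16-18 h cell attachment at 37 °C, then 6 h compound exposure; signal: glow luminescence from Steady-Glo reagent; medium: serum-containing F12 medium, 10% FBS; benchmarks: tunicamycin 10 µg/mL and vehicle-only wells; read-out: percent activation relative to tunicamycin reference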
CCR6 antag: antagonists of human CCR6 receptor; CHO-K1 CCR6 PathHunter beta-arrestin, luminescence, CCL20-stimulated; 0.49% of 340,000 active; inhibition, % at 20 µM; AID 493098; P51684;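 active = compounds whose inhibition of the agonist-driven luminescence signal at 20 µM reaches about 50%, limit read from the data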;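 also: cells stimulated with CCL20 at 14 nM final; plate controls were DMSO with CCL20 for no effect and DMSO without agonist for full effect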
Target sequence (P51684 whole entry, looked up): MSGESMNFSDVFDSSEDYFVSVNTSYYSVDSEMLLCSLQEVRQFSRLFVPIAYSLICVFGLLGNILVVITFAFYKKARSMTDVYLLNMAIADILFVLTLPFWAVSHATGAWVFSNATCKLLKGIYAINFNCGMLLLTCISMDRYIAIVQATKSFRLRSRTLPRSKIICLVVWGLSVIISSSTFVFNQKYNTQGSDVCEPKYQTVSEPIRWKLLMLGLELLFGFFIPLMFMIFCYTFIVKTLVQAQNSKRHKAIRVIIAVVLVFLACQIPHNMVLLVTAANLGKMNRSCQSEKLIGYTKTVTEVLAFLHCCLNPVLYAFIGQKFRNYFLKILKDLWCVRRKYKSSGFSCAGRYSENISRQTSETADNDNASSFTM
Gli-Sufu block: blocks Gli-Sufu signaling in a luciferase reporter | 0.74% of 340,000 active | inhibition, % at 5 µM | AID 588413 | Sufu-KO-LIGHT fibroblasts, Gli luciferase reporter luminescence;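 active = inhibition above about 55%, limit read from the data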;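 also: 0% = DMSO-treated cells and 100% = wells with medium but no cells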
Jurkat NFkB inh: inhibitors of the PMA/ionomycin-induced NF-kB reporter in Jurkat cells; PMA/ionomycin-induced NF-kB luciferase reporter, luminescence; inhibition, % at 4 µM; 0.53% of 330,000 active; AID 435003; in the data active = inhibition above about 50%
An asterisk follows results filed as active; nt = no result given. Hits appear at their usual frequency; overall some 5% were active at least once.

Values in the order: CXCR6 block	UPR CHOP act	EBI2 block	Mdm2-MdmX inh	697 NFkB inh	XBP1 UPR activ	CCR6 antag	Gli-Sufu block	Jurkat NFkB inh
Cc1ccc(CCNC(=O)C2CCCN(S(=O)(=O)c3cnc[nH]3)C2)cc1 (configuration not stated)
    0.1	2.6	-3.8	6.7	11.0	-2.2	-5.4	-12.5	2.1
CCCc1cc(=O)[nH]c(SCCOc2ccc(Cl)cc2)n1
    -3.1	-0.6	-1.4	22.6	11.6	-0.5	5.6	-2.2	-9.4
COc1cc(/C=C/C(=O)N2CCN(c3n[nH]c(=O)[nH]c3=O)CC2)cc(OC)c1OC
    1.7	-0.3	1.4	11.4	-7.7	-0.8	4.2	1.4	1.7
Cc1cc(OCCCCCn2ccnc2)cc(C)c1Cl
    -6.8	-0.7	16.2	23.4	-41.5	-2.4	13.8	15.5	-1.2
CC(C)(C)c1cc(CCC(=O)NN)cc(C(C)(C)C)c1O
    1.2	-0.9	10.1	-18.3	13.1	2.6	0.8	-15.3	-6.4
FC(F)(F)c1nc2ccccc2n2c(-c3ccc(Cl)cc3Cl)nnc12
    6.3	2.2	8.7	46.6	-17.1	0.9	25.6	-1.4	-4.5
CNC(=O)C12N=CNN=C1N(C)C(=O)N2C (configuration not stated)
    -5.7	-0.5	-6.1	-1.2	4.3	-0.3	6.5	1.5	5.2
Cc1cnc(NC(=O)Cc2ccc(S(=O)(=O)N3CCOCC3)s2)s1
    -8.0	1.0	-9.1	5.6	-1.2	-0.1	6.6	-2.6	-5.8
Cc1ccccc1/C=N/Nc1ncnc2nc[nH]c12
    -2.1	3.6	5.6	1.5	-39.8	2.0	-0.5	-35.5	-36.1
COc1ccc(OC)c2sc(Cl)nc12
    -1.6	-1.1	6.4	1.4	-30.2	-1.0	1.1	-2.6	-7.8
CCOC(=O)N1CCC(NC(=O)c2ccc(CS(=O)c3cccc(Cl)c3)o2)CC1 (configuration not stated)
    1.5	1.3	-3.3	-8.3	9.8	-5.6	-3.1	-9.6	-6.7
COCCNC(=O)CCSc1nc(-c2ccc(OC)cc2)cc(C(F)(F)F)n1
    0.1	-0.9	2.2	25.2	1.2	0.2	15.9	3.9	-9.8
O=C(COC(=O)C1CCN(c2ccc(C(F)(F)F)cn2)CC1)c1ccc(Cl)cc1
    -18.8	-0.8	1.7	-10.3	9.0	0.1	17.8	-7.1	6.7
CC1=CCC2C(=O)N(Cc3ccccc3)C(=O)C2C1 (configuration not stated)
    0.2	-1.4	8.3	18.6	23.2	-1.9	8.3	-13.3	23.4
COc1ccc(CCC(=O)NCc2cn3ccc(C)cc3n2)cc1
    3.2	-1.7	-8.8	21.2	7.2	-4.3	-1.1	-1.2	-17.6
Cc1ccc2c(c1)c1c(n2CC(O)CN2CCCCCC2)CCCC1 (configuration not stated)
    -18.6	0.0	3.0	12.2	-3.4	1.4	2.3	nt	-13.4
CC(C)C(NC(=O)C1CCC(C(C)(C)C)CC1)C(=O)NCCc1ccc(S(N)(=O)=O)cc1 (configuration not stated)
    -1.4	5.1	6.0	-11.6	-11.6	-0.8	-2.8	-4.5	-4.9
Cc1cccc(-n2nnc(C(=O)NCc3ccccc3)c2N)c1
    -3.1	-0.1	-0.8	-5.2	-1.8	2.8	15.5	-17.9	-3.6
Cc1cccc(C)c1NC(=O)c1sc(N)nc1-c1ccccc1
    4.8	-2.2	-7.7	8.5	1.3	0.0	14.2	27.8	-4.4
COC(=O)CSc1nc(NC(C)C)nc(N2CCOCC2)n1
    -6.9	1.5	-2.5	0.9	8.5	-3.0	-14.7	-8.6	-0.3
CCOc1ccc(NC(=O)C2CCC(CNc3c(N4CCOCC4)c(=O)c3=O)CC2)cc1 (configuration not stated)
    4.7	1.8	5.3	22.3	4.4	0.2	-5.4	-3.0	-6.2
CCCCCCNC(=O)N[C@@H](C(=O)NCCC[C@H]1CN2C(=NC[C@@H]2Cc2ccccc2)N1CCc1cccc(OC)c1)C(C)C
    nt	-1.4	nt	23.7	3.4	-1.2	2.4	11.0	3.0
O=C1CCCN1CCC1CCN(C2CC(=O)N(Cc3ccc(N4CCCC4=O)cc3)C2=O)CC1 (configuration not stated)
    -1.7	1.7	1.1	32.1	6.3	-0.6	-3.1	2.1	-5.6
Cc1ccc(Nc2ncnc3ccccc23)cc1
    2.2	3.5	-1.5	-26.8	-102.4	-4.2	0.1	-67.1	-93.8
CCOc1ccc(S(=O)(=O)NCCOC)cc1C
    -9.3	-0.5	-5.8	15.7	2.5	1.7	-11.2	4.0	-1.8
COc1ccc(CCNc2nc(C)cc(=O)[nH]2)cc1OC
    0.5	-2.1	-7.3	12.1	18.3	-4.7	6.1	2.2	-0.4
O=C(/C(=N/O)n1cncn1)c1ccccc1Cl
    -6.9	-0.4	-9.0	9.3	10.3	0.5	9.9	-1.4	-16.1
Cc1cc([N+](=O)[O-])nn1CC(=O)NNC(=S)Nc1ccc(F)cc1
    14.6	0.7	0.3	-19.5	-15.5	2.5	13.8	1.7	-2.2
CCSc1cc(N2CCCC2)nc(-c2cccc(C)c2)n1
    -1.5	-0.2	-6.1	-16.5	-51.8	-4.5	0.7	-2.0	-0.2
CC(C)(C)c1ccc(C(=O)N2CCC(C(=O)NCC3CCCO3)CC2)cc1 (configuration not stated)
    5.5	1.2	-12.7	-12.4	-72.6	0.6	-17.9	-23.2	-7.1

Part of the list above, reformatted.
SMILES | CXCR6 block | UPR CHOP act | EBI2 block | Mdm2-MdmX inh | 697 NFkB inh | XBP1 UPR activ | CCR6 antag | Gli-Sufu block | Jurkat NFkB inh
Cc1ccc(CCNC(=O)C2CCCN(S(=O)(=O)c3cnc[nH]3)C2)cc1 (configuration not stated) | 0.1 | 2.6 | -3.8 | 6.7 | 11.0 | -2.2 | -5.4 | -12.5 | 2.1
COc1ccc(OC)c2sc(Cl)nc12 | -1.6 | -1.1 | 6.4 | 1.4 | -30.2 | -1.0 | 1.1 | -2.6 | -7.8
COc1ccc(CCNc2nc(C)cc(=O)[nH]2)cc1OC | 0.5 | -2.1 | -7.3 | 12.1 | 18.3 | -4.7 | 6.1 | 2.2 | -0.4

Following part:
Values in the order: CXCR6 block	UPR CHOP act	EBI2 block	Mdm2-MdmX inh	697 NFkB inh	XBP1 UPR activ	CCR6 antag	Gli-Sufu block	Jurkat NFkB inh
Cc1cccc(-n2ccnc2SCC(=O)Nc2ccc3c(c2)OCCO3)c1
    -12.7	1.4	5.5	-8.5	-19.0	-0.9	10.3	-9.8	-16.8
Cc1cc2ncn(C(=O)c3c(-c4ccccc4Cl)noc3C)c2cc1C
    2.8	-1.3	6.4	15.8	1.8	-1.9	-8.1	-1.7	2.9
CCOC(=O)c1c(C)c(C#N)c2c3ccccc3ccn12
    3.9	4.4	0.9	18.8	-1.3	15.5	-25.2	5.5	7.2
COc1ccc(N=C2C(=Nc3ccc(OC)cc3)N(c3ccc(N(C)C)cc3)C(=S)N2c2ccc(OC)cc2)cc1
    10.0	-0.5	8.3	47.3	29.6	0.9	15.9	-14.8	70.4*
COc1ccc(CN2C(=O)C(=O)N(CC(N)=O)C2=O)cc1
    3.1	0.6	-12.8	-1.7	21.0	-3.1	-4.8	-3.2	8.6
COC(=O)c1cc(C(=O)OCC(=O)c2ccc[nH]2)cc([N+](=O)[O-])c1
    -8.6	-1.2	-8.8	14.0	1.4	2.3	-4.2	-3.2	-9.5
COc1cc(CN2CCc3ccccc3C2)ccc1O
    11.2	-9.7	18.5	36.4	14.3	-6.8	16.9	8.4	19.1
CO/N=C/C(c1ccc(Cl)nc1)S(=O)(=O)c1ccccc1 (configuration not stated)
    7.5	1.0	-6.5	10.6	-2.1	3.0	3.7	0.1	4.8
Cc1cc(C)n(-c2ccc(NC(=O)C3CCCCN3C(=O)c3cc(C)oc3C)cc2)n1 (configuration not stated)
    -1.4	1.0	5.9	28.8	0.4	-1.9	12.2	-3.1	-11.4
O=C(Cc1cccc(C(F)(F)F)c1)Nc1ccc(S(=O)(=O)N2CCCC2)cc1
    -7.6	-0.4	10.6	29.2	13.3	-2.8	17.3	6.2	4.6
Cc1ccccc1OCCC(=O)N1CCN(S(=O)(=O)c2ccc(F)cc2)CC1
    1.3	0.5	29.4	-11.7	-7.5	-3.4	-0.3	1.6	-0.6
COc1ccc(NC(=O)CSc2nc3ccccc3c(=O)n2CCCC(=O)NCC2CCCO2)c(OC)c1 (configuration not stated)
    -7.6	-2.3	-6.8	31.7	-25.6	-1.5	7.2	2.5	-28.1
C=C(C)COc1ccc2c(C)c(CC(=O)N3C[C@H]4C[C@@H](C3)c3cccc(=O)n3C4)c(=O)oc2c1C
    3.9	-3.2	-2.5	16.1	-23.8	-2.6	11.6	23.9	24.0
Cn1c(-c2ccccc2F)cc2onc(-c3ccccc3)c2c1=O
    -11.5	0.1	12.8	-18.5	-348.8	-2.4	-0.9	-57.3	-232.3
COC(=O)c1c(C)nc(C)c(C(=O)OC)c1-c1ccc(OC)c(OC)c1
    -2.6	-0.6	2.5	20.9	-3.1	-3.9	3.9	-1.9	1.2
CCOC(=O)CNc1nc(OCC#N)nc(N2CCOCC2)n1
    -5.3	-1.5	-8.1	6.7	2.1	-1.6	-17.3	-21.3	2.0
COc1cccc2c1C1COC3C4CC(C(=O)O)C(C(C2)N13)N4C (configuration not stated)
    3.8	nt	-5.4	nt	nt	nt	1.7	20.9	nt
CC1(C)O[C@@H]2[C@H](O1)[C@@H](CO)O[C@H]2n1c(N2CCCCC2)nc2c(N)ncnc21
    5.3	0.0	1.6	-13.3	20.1	3.0	3.9	-6.5	-6.8
CNc1nc(Nc2ccc(C)c(Cl)c2)c2cnn(C)c2n1
    -14.3	1.3	2.0	39.5	-28.1	10.9	-3.1	7.0	-2.4
CCCCCN(C(=O)CN(C)Cc1ccc(OC)cc1OC)c1c(N)n(CCCC)c(=O)[nH]c1=O
    -4.1	1.9	-3.2	14.9	8.7	0.4	-17.4	-41.8	0.5
C=CCN(CC=C)C(=O)Cc1ccc(F)cc1
    0.4	2.8	-1.4	-57.5	2.4	-3.8	2.4	-5.0	-4.8
O=C(c1ccc(Cn2cc(Br)cn2)cc1)N1N=C(C(F)F)CC1(O)C(F)F (configuration not stated)
    -0.3	0.3	1.1	9.7	1.9	-4.3	-2.3	-3.9	6.3
Cc1cccc(C(=O)O/N=C(\N)c2ccc(Cl)cc2)c1
    -13.5	7.9	-5.5	50.8*	-115.0	-0.1	-7.0	-91.8	-56.6
O=C(CN1CCN(S(=O)(=O)/C=C/c2ccccc2)CC1)Nc1ccc(N2CCOCC2)cc1
    -2.2	-0.3	8.0	20.5	6.0	1.1	13.2	3.8	5.2
CCOC(=O)C1=C(O)/C(=C/c2ccc(CNC(=O)C(=O)Nc3ccc(C)cc3)o2)N=C1C
    3.4	-2.5	-2.6	22.7	11.2	-2.1	10.7	-0.2	-6.0
CC(C)(Oc1ccc(Cl)cc1)C(=O)OCC(=O)N1CCCC1
    -7.1	-2.6	-4.8	26.9	-0.8	0.9	20.7	-0.5	-6.8
